Screening results: PubChem, The Scripps Research Institute Molecular Screening Center
CHRM1 agonist: agonists of human M1 muscarinic receptor | CHO-K1 hM1, Fluo-8 calcium fluorescence, agonist mode; 0% DMSO, 100% acetylcholine EC100 | activation, % at 3 µM | hit rate 0.33% among 360,000 | AID 588814;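 active means activation above the run's mean compound activation plus 3 SD, cut at about 16% in these data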;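 further: peak over basal fluorescence ratio within a 140 s kinetic read after compound addition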
Target sequence (P11229 whole entry, looked up): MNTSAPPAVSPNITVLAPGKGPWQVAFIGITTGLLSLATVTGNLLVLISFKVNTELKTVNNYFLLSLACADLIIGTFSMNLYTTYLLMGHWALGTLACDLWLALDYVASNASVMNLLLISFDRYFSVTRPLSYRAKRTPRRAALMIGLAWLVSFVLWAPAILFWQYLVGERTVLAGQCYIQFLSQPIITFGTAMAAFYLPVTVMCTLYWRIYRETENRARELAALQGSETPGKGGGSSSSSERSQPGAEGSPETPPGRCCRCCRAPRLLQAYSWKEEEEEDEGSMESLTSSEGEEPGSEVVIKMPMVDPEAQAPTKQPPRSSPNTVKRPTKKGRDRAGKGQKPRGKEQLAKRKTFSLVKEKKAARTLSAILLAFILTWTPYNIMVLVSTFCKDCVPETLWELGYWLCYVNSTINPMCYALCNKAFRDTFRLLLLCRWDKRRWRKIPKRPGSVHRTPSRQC
M1 antag: antagonists of human M1 muscarinic receptor | P11229 | CHO-K1 hM1, Fluo-8 calcium fluorescence, ACh EC80 antagonist | inhibition, % at 3 µM | hit rate 1.3% among 360,000 | AID 588852;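 active means percent inhibition above its own plate's cutoff, namely the mean of that plate's compound wells plus 3 SD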;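 further: peak over basal fluorescence ratio during 140 s after agonist addition; 0% = ACh EC80 plus DMSO and 100% = DMSO alone without agonist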
CHO parental Ca: signal in parental CHO cells, OX1R antagonist counter-screen; hit rate 0.63% among 330,000; inhibition, % at 5.6 µM; parental CHO-K1, ATP-induced calcium, Fluo-8 fluorescence;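 active means inhibition above that plate's mean sample inhibition plus 3 SD, cut at about 26% in these data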;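 further: 0% = ATP-challenged DMSO wells and 100% = DMSO wells without ATP; some compounds past the cut are filed as inactive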
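Material: parental CHO cells / Compound: single nominal dose of 5.6 µM per compound / Signal: Fluo-8 fluorescence / Replicates: singlicate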
CHO-K1 Ca antag: nonselective inhibitor or artifact in parental CHO-K1 cells. inhibition, % at 3 µM. hit rate 0.6% among 360,000. AID 602250. ATP-induced calcium, Fluo-8 fluorescence;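 active means inhibition above a per-plate cutoff, the plate's mean sample inhibition plus 3 SD, cut at about 24% in these data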;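 further: 0% = DMSO plus EC80 ATP and 100% = DMSO alone without ATP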
M1 PAM: positive allosteric modulators of human M1 muscarinic receptor; CHO-K1 hM1, Fluo-8 calcium fluorescence, ACh EC20; 0% = ACh EC20, 100% = maximal ACh; P11229; hit rate 0.088% among 360,000; activation, % at 3 µM; AID 588819; in the data active means activation above about 19%, passing the limit was not always enough
CHRM4 antagonist: CHRM4 antagonism in calcium assay | P08173 | AID 624125 | inhibition, % at 3 µM | hit rate 0.73% among 360,000 | CHO-hM4 cells, ACh EC80, Fluo-8 calcium fluorescence;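 active means inhibition above its plate's cutoff, the mean inhibition of sample wells plus 3 SD, cut at about 27% in these data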;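 further: 0% = acetylcholine EC80 with DMSO and 100% = DMSO without agonist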
M4 ag: CHRM4 agonism in calcium assay | P08173 | CHO-K1 hM4/Gqi5, Fluo-8 calcium fluorescence; vehicle 0%, full acetylcholine response 100% | activation, % at 3 µM | hit rate 0.14% among 360,000;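 active means activation above the run mean over all test wells plus 3 SD, cut at about 32% in these data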;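 further: peak over basal fluorescence ratio per well then scaled between controls; 0% = DMSO wells and 100% = acetylcholine at EC100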
OXTR potentiator: potentiators of human oxytocin receptor | AID 2445 | P30559 | hit rate 0.061% among 320,000 | CHO-OTR cells, Fluo-8 calcium fluorescence, potentiator mode; 0% = oxytocin EC15, 100% = EC100 | activation, % at 3 µM;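 active means activation above that plate's cutoff, the mean activation of tested compounds plus 3 SD, cut at about 6.6% in these data, passing the limit was not always enough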;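 further: 100% uses oxytocin at 75 nM as the full agonist control; some results filed as inactive read as strong as hits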
Target sequence (P30559 whole entry, looked up): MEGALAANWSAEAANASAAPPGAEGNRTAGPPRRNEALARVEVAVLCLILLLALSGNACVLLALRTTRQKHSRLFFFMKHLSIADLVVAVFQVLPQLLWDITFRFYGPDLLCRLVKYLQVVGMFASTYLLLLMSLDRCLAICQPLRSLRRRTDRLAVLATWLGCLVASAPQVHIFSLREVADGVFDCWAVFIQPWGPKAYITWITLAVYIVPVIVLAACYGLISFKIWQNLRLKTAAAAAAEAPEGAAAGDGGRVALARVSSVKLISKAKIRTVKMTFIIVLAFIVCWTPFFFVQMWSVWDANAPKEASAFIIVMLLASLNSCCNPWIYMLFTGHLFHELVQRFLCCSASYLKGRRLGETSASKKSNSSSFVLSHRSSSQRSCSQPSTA
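System: human OTR in CHO cells / Also added: sub-maximal oxytocin, roughly EC15 / Control set: EC15 oxytocin low, 75 nM oxytocin high / Schedule: 6 min compound pre-incubation at room temperature, 100 s kinetic read / Compound: single-point 3.0 µM / Replication: singlicate / Technique: Fluo-8 calcium dye fluorescence / Read-out basis: % activation of max/min ratio relative to oxytocin controls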
CHO-K1 Ca ag: nonselective activator or artifact in parental CHO-K1 cells. Fluo-8 calcium fluorescence; scaled to maximal ATP response, vehicle zero. activation, % at 3 µM. hit rate 0.48% among 360,000; in the data active means activation above about 15%;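 further: untransfected CHO-K1 host cells lacking M1 receptor as counterscreen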
An asterisk follows results filed as active; x = no result given; & = joins results of further samples.

Results follow in this order: CHO-K1 Ca ag	OXTR potentiator	CHO parental Ca	M1 antag	M1 PAM	CHO-K1 Ca antag	CHRM4 antagonist	M4 ag	CHRM1 agonist
> CCOC(=O)C1CCN(c2c([N+](=O)[O-])c(C(Cl)Cl)nn2-c2ccccc2)CC1
  1.6	-5	-14	-2	-1	-12	1	-1	-8
> CC(=O)N(c1ccccc1C)c1ccccc1C
  -0.5	x	x	-17	11	-18	1	2	0
> O=C(CCc1ccccc1)N1CCN(c2ccccc2F)CC1
  0.9	-2	-10	-6	9	-4	-2	1	-5
> CN(c1ccccc1)S(=O)(=O)c1cccc(NC(=O)CSc2nnc(C3CC3)n2C)c1
  5.7	-10	-11	-1	6	-9	3	10	-1
> CCOC(=O)Nc1ccc2c(c1)N(C(=O)C(C)N1CCCC1)c1ccccc1CC2 (stereo unspecified)
  0.1	-2	-11	91*	-35	-6	60*	1	-12
> CCc1ccc(S(=O)(=O)Nc2ccc(-c3ccc4nncn4n3)cc2)s1
  1.4	-1	-13	-3	6	3	-6	3	0
> CC(=O)Nc1ccc(S(=O)(=O)/N=C2/NC(=O)/C(=C\c3ccco3)S2)cc1
  0.4	1	-2	3	2	6	-8	1	-3
> COc1ccc(C2C3=C(CCCC3=O)N(CC(=O)O)C3=C2C(=O)CCC3)cc1
  -0.1	0	8	-8	3	-7	-4	0	-3
> O=C(CSc1cn(CC(=O)N2CCCCC2)c2ccccc12)NCC1CCCO1 (stereo unspecified)
  1.2	2	-11	-10	12	-11	1	1	-2
> Cc1cc(C)c(C#N)c(N2CCN(CCOc3ccc(Cl)cc3)CC2)n1
  5.6	-8	-13	13	-9	-3	0	3	-5
> CCN(CC)CCCNC(=O)CCc1ccccc1
  -0.2	-3	-10	-2	5	-3	3	0	-3
> CC(OC(=O)c1ccc(Cl)nc1)C(=O)NC1CCCC1 (stereo unspecified)
  -0.3	4	-12	0	-2	-10	-6	0	-3
> Cc1ccc(NC(=O)c2snc3ccc(Cl)cc23)cc1C
  1.1	-18	-26	-1	-9	-11	-3	2	-12
> O=C(C1CCCO1)N1CCN(C(=S)Nc2ccc(Cl)c(Cl)c2)CC1 (stereo unspecified)
  1.9	-7	2	-4	10	-1	-3	8	-2
> CCc1cc(=O)oc2c3c(cc(OCC(=O)NCc4cccnc4)c12)OC(C)(C)CC3
  1.5	-6	-18	-3	-5	4	-10	8	-11
> CCOC(=O)N1CCN(CC(O)COCC2=CCC3CC2C3(C)C)CC1 (stereo unspecified)
  1.9	3	0	-2	-9	-17	-1	3	16
> CCOc1c(Cl)cc(CNc2nnnn2C)cc1OC
  1.5	8	-6	-12	8	-1	-3	3	-3
> [N-]=[N+]=NC1C[C@H](n2ccc(=O)[nH]c2=O)O[C@@H]1CO (stereo partly specified)
  0.3	0	2	-26	8	1	14	1	-1
> CC[C@H](C)[C@@H](COC=O)NC(=O)[C@H]1O[C@@H](n2ccc(N)nc2=O)[C@H](O)[C@@H]1O
  0.5	x	x	-9	9	7	-5	-1	-6
> CCOC(=O)CCNC(=O)Nc1ccc2nc(C)n(Cc3ccc(Cl)cc3)c(=O)c2c1
  0.6	3	-17	6	-5	-19	10	3	-5
> CCc1cc(=O)oc2c(C)c(OC(C)C(=O)NC3CC(C)(C)NC(C)(C)C3)ccc12 (stereo unspecified)
  1.9	-9	-17	-7	8	-13	-5	1	-3
> CCCNS(=O)(=O)c1ccc(-n2cnnn2)c(OC)c1
  1.8	2	-1	-12	12	-21	-9	2	-1
> CC(C)c1ccc(NS(=O)(=O)c2ccc(N3C(=O)CCC3=O)cc2)cc1
  9.9	-16	-11	21	-11	14	11	21	7
> CC(C)c1ccc(CN2CCC(n3nccc3NC(=O)C3CCCC3)CC2)cc1
  9.8	x	x	-15	4	-14	-10	10	12
> NC(=S)N=Nc1c(O)n(C2OC(=O)c3ccccc32)c2ccccc12 (stereo unspecified)
  0.4	-2	-6	1	1	-2	3	0	-3
> O=c1c(Cl)c(N2CCOCC2)cnn1-c1ncc(C(F)(F)F)cc1Cl
  -0.3	2	3	-6	5	2	-21	-1	-4
> O=C(O)/C=C/c1cccc(NS(=O)(=O)c2ccccc2)c1
  0.6	-8	2	-3	1	9	8	1	-6
> O=C(O)C1CCCCC1C(=O)NC1C2CC3CC(C2)CC1C3 (stereo unspecified)
  1.2	1	1	-14	5	-15	-8	1	-5
> CCN(CC)S(=O)(=O)c1ccc(Cl)c(NC(=O)CSc2cccc[n+]2[O-])c1
  1.1	-3	-12	-10	8	-17	7	1	-2
> Cc1ccc(NC(=O)CCc2c(C)nc3ncnn3c2C)cc1
  3.7	-2	-1	-1	6	5	-1	0	-4
> COc1cc2[nH]c(=S)n(CCN3CCOCC3)c(=O)c2cc1OC
  1.2	-1	-4	-5	2	-16	0	-1	-10
> O=C(C1CCCN(Cc2cccc(Cl)c2)C1)N1CCCCC1 (stereo unspecified)
  0.6	x	x	-4	2	-6	9	0	-11
> Cc1ccccc1-n1nc(-c2cccnc2)cc1C(=O)N/N=C/c1ccncc1
  0.5	-1	-8	7	3	-4	3	2	-2
> COc1ccccc1/C=N\NC(=O)c1c(C)nc2ccc(Cl)cn12
  1.4	x	x	-14	7	-3	2	0	-2
> CCOC(=O)CNC(=O)c1nn(-c2ccc(OCC)cc2)c(=O)c2ccccc12
  0.3	-7	-26	-22	-8	-7	5	4	1
> CC(C)[C@H](NC(=O)N1CC(=O)Nc2ccccc21)C(=O)N[C@H](Cc1ccccc1)C(=O)O
  0.1	0	-4	-8	9	3	-1	1	-1
> CCn1cc(Br)c(C(=O)Nc2ccc(C(=O)OC(C)C)cc2)n1
  1.1	-2	-14	1	-3	-23	6	3	-9
> CCOc1cccc(CNCc2cccnc2)c1OCc1ccccc1
  7.8	2	-20	-9	10	-11	-3	3	-6
> CNC(=O)C(NC(=O)CNC(=O)c1ccc(Cl)cc1)C(C)(C)C (stereo unspecified)
  0.9	-15	-7	0	6	-11	5	1	-8
> COc1ccc(CCN(Cc2cc3cc(C)ccc3[nH]c2=O)C(C)=O)cc1OC
  0.2	-3	-17	-13	11	-15	-4	1	-3
> O=S(=O)(c1ccccc1)N1CCN(c2nnc(-c3ccccc3)c3ccccc23)CC1
  1.4	5	-12	-8	1	-6	6	0	1
> O=C(NC1CCCC1)C1CCN(c2cnccn2)CC1
  0.1	-7	9	-2	5	-4	-1	1	-2
> CC(C)c1ccc(O)c(NC(=S)NC(=O)c2ccc3c(c2)OCO3)c1
  1.4	-7	3	10	-3	8	-2	3	-3
> Cc1cccn2cc(CNC(=O)CC3CCCC3)nc12
  0.4	-27	-4	-7	5	-9	24	1	-5
> Cc1ccc(-n2c(O)c(/C=N/n3cnnc3)c3ccccc3c2=O)cc1
  -0.2&0.1	-2&-4	3&-17	-11&-11	12&9	-13&-43	-4&0	1&0	8&1
> Cc1ccccc1-n1ncc2c1CC(C)(C)CC2NC(=O)CSc1ccncc1 (stereo unspecified)
  0.1	-1	-19	-19	10	-17	2	2	-7
> Cc1nc(-c2ccccc2)sc1C(=O)/C=C/c1ccccc1
  1.6	-14	-29	-34	5	-16	4	0	-2
> Cc1cccc(NC(=O)CSc2n[nH]c(-c3cccnc3)n2)c1
  1.1	-11	-2	-11	6	-9	-10	2	1
> COc1ccccc1C(CNC(=O)C1CC(=O)N(Cc2ccc(C)cc2)C1)N1CCCC1 (stereo unspecified)
  -0.2	1	-5	-11	4	5	-12	0	-6
> C#CC1(NC(=O)NC(=O)c2c(F)cccc2F)CCCCC1
  0.8	-2	-5	2	-2	-18	1	0	-3

Next structures
Results follow in this order: CHO-K1 Ca ag	OXTR potentiator	CHO parental Ca	M1 antag	M1 PAM	CHO-K1 Ca antag	CHRM4 antagonist	M4 ag	CHRM1 agonist
> O=C(NCC1CCCO1)c1cc2n(n1)C(C(F)(F)F)CC(c1ccc(F)cc1)N2 (stereo unspecified)
  0.4	-4	-12	-13	12	13	12	3	-3
> CC(=O)Nc1ccc(NC(=O)COC(=O)Cc2c[nH]c3ccccc23)cc1
  0.0	-6	1	-2	0	11	4	1	-2
> O=c1cc(CN2CCN(c3ccccc3)CC2)c2ccccc2o1
  -0.2	x	x	-7	-3	-15	2	1	-1
> O=C(Cn1ccc([N+](=O)[O-])n1)N1CCCc2ccccc21
  0.0	-4	3	-1	3	-9	-3	0	-5
> O=C(CN(Cc1ccccc1Cl)C(=O)c1ccc(CN2CCOCC2)o1)NCc1ccccc1
  2.0	-6	-20	1	7	-8	0	6	-5
> CCn1nc(C(=O)OCC(=O)c2c[nH]c3ccccc23)c2ccccc2c1=O
  2.7	-17	5	6	0	11	1	9	-1
> O=C1NC(=O)C2(CCCc3ccccc32)N1 (stereo unspecified)
  0.6	-5	-10	6	-2	-13	-1	0	-2
> Cc1nn(C)c(C)c1Nc1ccc(N2C(=O)C3CC=CCC3C2=O)cc1[N+](=O)[O-] (stereo unspecified)
  11	-9	3	3	-5	-11	0	11	0
> COc1ccc(OC)c(-n2c(-c3ccc(C)cc3)n[nH]c2=S)c1
  0.5	5	-26	-16	11	-16	4	0	-4
> Cc1ccc(-n2nc(CC#N)c(C#N)c2N)cc1
  0.5	-7	-5	14	-7	-6	9	0	-4
